CCHF vOTU inh: blocks the CCHF virus ovarian tumor domain protease. CCHFV vOTU protease, Pep-AMC fluorescence. inhibition, % at 11.5 µM. hit rate 0.55% among 370,000; further: 0% = vehicle wells with enzyme and 100% = no enzyme wells
UGM FP inh: inhibitors of M. tuberculosis UDP-galactopyranose mutase; P9WIQ1; purified UGM, fluorescence polarization probe displacement; inhibition, % at 10 µM; hit rate 0.06% among 320,000; in the data active means inhibition above about 10%, passing the limit was not always enough; inconclusive means no clear call, values can overlap the other calls
Target sequence (P9WIQ1 whole entry, looked up): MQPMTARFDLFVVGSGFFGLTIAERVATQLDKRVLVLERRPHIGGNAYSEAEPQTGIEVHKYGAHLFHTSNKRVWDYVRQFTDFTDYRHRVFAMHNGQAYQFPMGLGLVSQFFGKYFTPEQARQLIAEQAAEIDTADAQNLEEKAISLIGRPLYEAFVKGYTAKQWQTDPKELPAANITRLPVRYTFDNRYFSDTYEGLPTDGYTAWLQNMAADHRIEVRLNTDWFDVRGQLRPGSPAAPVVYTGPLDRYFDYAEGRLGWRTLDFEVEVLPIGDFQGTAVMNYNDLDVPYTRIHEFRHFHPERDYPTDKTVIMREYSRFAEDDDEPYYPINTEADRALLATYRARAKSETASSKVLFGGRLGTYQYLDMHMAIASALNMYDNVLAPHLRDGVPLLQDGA
FBA Mtb inh: inhibitors of M. tuberculosis fructose-bisphosphate aldolase | P9WQA3 | purified M. tuberculosis FBA, fluorescence read-out | inhibition, % at 1 µM | hit rate 2.3% among 360,000; in the data active means inhibition above about 27%;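 further: 0% = vehicle and 100% = reference inhibitor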
Target sequence (P9WQA3 whole entry, looked up): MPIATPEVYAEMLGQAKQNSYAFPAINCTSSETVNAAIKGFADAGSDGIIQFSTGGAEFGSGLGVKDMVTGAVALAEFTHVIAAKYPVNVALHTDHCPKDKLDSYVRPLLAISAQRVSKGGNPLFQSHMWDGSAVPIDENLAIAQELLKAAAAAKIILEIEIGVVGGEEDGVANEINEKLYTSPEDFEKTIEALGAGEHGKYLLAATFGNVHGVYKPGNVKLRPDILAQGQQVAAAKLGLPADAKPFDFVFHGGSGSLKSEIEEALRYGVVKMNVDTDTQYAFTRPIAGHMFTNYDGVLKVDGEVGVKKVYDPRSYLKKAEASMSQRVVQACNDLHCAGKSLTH
BoNT F protease: blocks Botulinum neurotoxin F light chain protease. inhibition, % at 10 µM. Multiplex microsphere protease cleavage assay, flow cytometry. hit rate 0.22% among 360,000; in the data active means inhibition above about 35%, passing the limit was not always enough; inconclusive means no clear call, values can overlap the other calls; further: plate controls were buffer without enzyme for full effect and enzyme alone for no effect
PrPC surface inh: cell surface PrPC inhibition, primary TR-FRET screen; P04156; TR-FRET read-out; inhibition, % at 13.8 µM; hit rate 0.43% among 370,000; AID 720596; in the data active means inhibition above about 24%; further: 0% = median of the test wells and 100% = reference compound wells
BioA inh: BioA (M. tuberculosis) enzyme inhibition; purified M. tuberculosis BioA enzyme, plate reader; inhibition, % at 9.99 µM; hit rate 0.096% among 360,000; AID 602481; in the data active means inhibition above about 40%; inconclusive means no clear call, values can overlap the other calls
BoNT-A LC inh2: BoNT A light chain protease inhibition. inhibition, % at 10 µM. multiplex microsphere protease substrate cleavage, flow cytometry. hit rate 0.17% among 360,000. AID 588499; in the data active means inhibition above about 30%; inconclusive means no clear call, values can overlap the other calls; further: plate controls were buffer without enzyme for full effect and enzyme alone for no effect
FadD28 FP inh: blocks FadD28 binding to the bisubstrate probe; fluorescence polarization; inhibition, % at 12.5 µM; hit rate 0.22% among 360,000; AID 588549; in the data active means inhibition above about 8.5%, passing the limit was not always enough; inconclusive means no clear call, values can overlap the other calls
GDH-TPI inh: GDH-TPI coupled enzyme inhibition counter-screen | AID 588335 | GDH-TPI coupled enzyme counterscreen, NADH absorbance | hit rate 1.2% among 360,000 | inhibition, % at 4.8 µM;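 further: 0% = DMSO wells and 100% = wells lacking the enzyme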
Numbers without * were called inactive; ? = inconclusive; · = no result given. Unless noted, no stated cut-off is given here; in the data, active means inhibition above about 30%; inactive means the rest. Random draw from the library; overall some 4.8% were active at least once.

SMILES	CCHF vOTU inh	UGM FP inh	FBA Mtb inh	BoNT F protease	PrPC surface inh	BioA inh	BoNT-A LC inh2	FadD28 FP inh	GDH-TPI inh
COc1ccccc1C(=O)NC(=S)Nc1ccc2[nH]c(=O)[nH]c2c1	7	1.3	0	-7	6	·	-4.0	-0.2	-2
COc1cccc(NC(=O)Nc2cccn(Cc3ccc(C)cc3)c2=O)c1	0	-1.1	-3	-7	13	·	-0.7	-2.3	6
Cc1ccc([C@H]2C(C(=O)O)=CC[C@@H](c3ccc(C)cc3)N2S(=O)(=O)c2ccccc2C)cc1	35*	·	-1	-3	4	7.2	-0.2	-5.4	4
CC1(O)CC(c2ccc(Cl)cc2)=NN1C(=O)c1ccc(Cl)cc1 (stereo not drawn)	-10	-3.1	0	-14	-1	-0.5	-3.8	-1.4	16
CCOC(=O)[C@]12CCC=C1N(Cc1ccc(Cl)cc1Cl)C(=O)[C@H](CC(=O)NCCC(C)C)C2	22	·	·	-2	4	·	-0.4	·	·
Cc1ccc(-n2nc3c(=O)n(CC(=O)NCc4cccs4)nc(C)c3c2C)cc1	-12	-0.2	2	3	6	-2.0	-1.0	-5.9	5
Cc1ccccc1-n1cc(-c2ccc(Br)cc2)nc1SCC(N)=O	-12	3.8	-5	-5	1	3.0	0.3	-11	4
CCOC(=O)N1CCN(C(=O)CSCC(=O)Nc2nc(-c3ccc(Cl)s3)cs2)CC1	-10	0.8	0	-1	2	·	0.6	-0.4	-1
COc1cc(NC(=O)c2n[nH]c(=O)c3ccccc23)cc(OC)c1	-6	1.5	-1	2	7	0.0	1.0	-0.2	3
FCCCOc1ccc(/C=N/OCc2ccc(Cl)cc2Cl)cc1	26	2.8	2	-12	4	-0.2	-0.6	0.1	4
CC(C)(C)c1ccc(OCCC(=O)NNC(=O)c2ccncc2)cc1	6	-1.4	2	?	-3	·	-0.1	-1.7	13
Cc1nc(C)c(C(=O)N2CCCC(C(=O)c3ccc(Cl)cc3C)C2)s1 (stereo not drawn)	-2	-1.8	2	0	9	9.6	-0.8	-1.3	6

Whole records from above. Screens in order: CCHF vOTU inh | UGM FP inh | FBA Mtb inh | BoNT F protease | PrPC surface inh | BioA inh | BoNT-A LC inh2 | FadD28 FP inh | GDH-TPI inh
Cc1nc(C)c(C(=O)N2CCCC(C(=O)c3ccc(Cl)cc3C)C2)s1 (stereo not drawn) across the screens: -2 | -1.8 | 2 | 0 | 9 | 9.6 | -0.8 | -1.3 | 6
Cc1ccccc1-n1cc(-c2ccc(Br)cc2)nc1SCC(N)=O across the screens: -12 | 3.8 | -5 | -5 | 1 | 3.0 | 0.3 | -11 | 4

Continued:
SMILES	CCHF vOTU inh	UGM FP inh	FBA Mtb inh	BoNT F protease	PrPC surface inh	BioA inh	BoNT-A LC inh2	FadD28 FP inh	GDH-TPI inh
Cc1cc(NCc2ccccn2)n2ncc(-c3ccccc3)c2n1	6	-0.4	8	-4	-2	1.2	-5.3	0.5	21
CCc1ccc2nc(N3C(=O)C(O)=C(C(=O)c4ccco4)C3c3cccs3)sc2c1 (stereo not drawn)	·	2.3	2	-20	·	-1.0	0.2	-0.8	11
O=C(NC1CCCCC1)C(c1ccncc1)N(C(=O)c1ccco1)c1ccc(F)cc1 (stereo not drawn)	0	-0.4	-2	9	-6	-0.4	-1.6	-1.6	4
CN1CCN(c2ccc(NC(=O)CSc3ccccc3)cc2F)CC1	-3	-0.9	6	0	-9	0.7	0.0	1.6	-1
S=C(NCc1ccccc1)NCc1ccc(CNC(=S)NCc2ccccc2)cc1	-13	1.6	1	-1	-12	-1.5	0.1	-2.8	1
Cc1cc(C(=O)OCC(=O)Nc2cccc(S(=O)(=O)N3CCOCC3)c2)c(C)o1	0	-0.9	-1	-116	9	-2.2	-10	-2.1	10
O=C(Cc1csc(Nc2nc(=S)[nH]c3ccccc23)n1)NCCCN1CCN(c2cccc(Cl)c2)CC1	5	1.0	-1	5	-4	·	4.3	-3.3	18
COc1cc(NC(=O)C2C3C=CC(C3)C2C(=O)O)c(OC)cc1Cl (stereo not drawn)	-17	0.0	-3	-22	4	-1.6	0.3	-1.7	7
CC1(C(=O)NS(=O)(=O)Cc2ccccc2)CCN1C(=O)Cc1ccc(-c2ccccc2)cc1 (stereo not drawn)	6	·	4	5	5	1.0	0.3	-1.4	8
COC1OC(COCc2ccccc2)C(N)C(OCc2ccccc2)C1OCc1ccccc1 (stereo not drawn)	3	·	0	-6	-12	0.6	-0.2	-1.4	-11
O=C(c1ccc(S(=O)(=O)N2CCCCCC2)cc1)N1CCC(CN2C(=O)c3cccc4cccc(c34)C2=O)CC1	-16	2.2	2	-7	-6	-0.7	-0.3	-2.1	21
CCCCCNCc1ccc(Br)cc1	-3	-1.1	1	-7	6	·	-0.5	-2.1	8
CCCCCCN1C[C@H](n2cc(-c3ccc(F)cc3)nn2)[C@@H](O)C[C@@H]1c1ccc(Cl)cc1	14	·	0	3	-2	-4.5	-0.8	-1.1	5
Cc1ccc(S(=O)(=O)N2C[C@@H]3CCCC[C@@H]3[C@@H](C)[C@H]2c2cn(Cc3ccccc3)c3ncccc23)cc1	-4	·	2	-7	1	-0.7	-1.0	-1.5	16
COc1ccc(NC(=O)c2ccccc2F)cc1Cl	-2	2.3	1	1	-8	-1.6	0.8	-5.4	-1
Cc1ccc(S(=O)(=O)N2CCN(C(=O)c3cc(S(=O)(=O)N(C)C)ccc3N3CCCC3)CC2)c(C)c1	2	·	1	3	11	0.7	-0.9	0.1	7
COc1ccc(-c2csc(NC(=O)Cc3ccccc3F)n2)c(OC)c1	16	2.7	2	2	17	-1.7	-0.8	-2.0	4
CCS(=O)(=O)N1Cc2ccccc2CC1C(=O)N(C)CC(=O)Nc1cccc(F)c1 (stereo not drawn)	7	1.4	0	-7	2	·	0.1	-2.4	-1
CC(=O)Nc1ccc(NC(=O)C2Cc3c(-c4cccc(F)c4)ccnc3O2)cc1 (stereo not drawn)	13	·	1	0	-7	2.3	0.1	-0.9	-1
O=C(/C=C/c1cccc([N+](=O)[O-])c1)NC(=S)Nc1ccc(CN2CCOCC2)cc1	10	-0.3	-1	-7	-5	0.1	-0.1	-3.6	1
CN(Cc1ccccc1)C(=O)c1ccc([N+](=O)[O-])o1	-5	0.1	3	-3	-25	·	0.2	-3.4	19
O=C(COC(=O)c1ccc([N+](=O)[O-])o1)NCc1ccccc1	29	0.2	2	1	-30	·	0.3	-1.0	13
Cc1ccccc1-n1c(=O)c2c(n3cnnc13)-c1ccccc1CC21CCCCC1	12	-1.1	4	-12	-3	4.4	-0.7	-7.6	9
CCOC(=O)N1CCN(S(=O)(=O)c2cc(C)c(C)cc2C)CC1	4	-1.7	3	-11	0	-0.7	-0.8	-1.5	-4

Two entries from above, with bars between the fields:
canonical_smiles | CCHF vOTU inh | UGM FP inh | FBA Mtb inh | BoNT F protease | PrPC surface inh | BioA inh | BoNT-A LC inh2 | FadD28 FP inh | GDH-TPI inh
COc1ccc(-c2csc(NC(=O)Cc3ccccc3F)n2)c(OC)c1 | 16 | 2.7 | 2 | 2 | 17 | -1.7 | -0.8 | -2.0 | 4
CCS(=O)(=O)N1Cc2ccccc2CC1C(=O)N(C)CC(=O)Nc1cccc(F)c1 (stereo not drawn) | 7 | 1.4 | 0 | -7 | 2 | · | 0.1 | -2.4 | -1

Other results follow:
SMILES	CCHF vOTU inh	UGM FP inh	FBA Mtb inh	BoNT F protease	PrPC surface inh	BioA inh	BoNT-A LC inh2	FadD28 FP inh	GDH-TPI inh
Cc1ccc(S(=O)(=O)N2CCOCC2)cc1NC(=O)c1ccncc1	-12	·	4	-13	7	-1.2	-0.8	-1.6	4
Cc1nc2ccccc2c(=O)n1NC(=O)c1cccc([N+](=O)[O-])c1	-6	0.5	2	-3	-2	·	1.0	0.1	-2
CCOc1ccccc1NC1=C(Cl)C(=O)N(c2ccccc2)C1=O	5	-0.1	-4	-11	-2	·	0.5	-0.1	14
CCCn1c(=S)[nH]c2ccccc2c1=O	-3	-1.3	-1	-5	11	·	-1.1	-0.5	2
CCOC(=O)N1CCC(N(C(=O)Nc2cccc(OC)c2)C(C)CC)CC1 (stereo not drawn)	-12	-3.9	0	1	11	1.7	0.1	-1.8	8
Cc1cc(C)c(C#N)c(SCCS(=O)(=O)c2ccc(Cl)cc2)n1	21	-0.2	0	-5	9	0.9	-0.4	-0.8	6
CCN(CC)CCNC(=O)CCN1N=C(c2ccccc2)CCC1=O	-11	-0.8	-2	4	-5	-0.5	1.4	-3.5	-9
O=C(O)Cc1ccc(S(=O)(=O)Nc2ccccc2C(=O)O)cc1	-4	2.6	15	7	2	·	-0.5	-1.6	0
CO/N=C/CC(=O)c1cnc(-c2ccc(Cl)cc2)s1	6	-1.9	2	-3	-1	-1.9	2.3	-0.7	11
CN(NC1OC(=O)c2ccccc21)c1ccc(Cl)cc1[N+](=O)[O-] (stereo not drawn)	7	1.4	-3	?	-7	0.8	2.8	-1.0	39*
CC(Sc1cccc[n+]1[O-])C(=O)Nc1cccc([N+](=O)[O-])c1 (stereo not drawn)	-12	-1.7	-1	0	-17	·	-0.3	-3.0	6
CCOC(=O)c1ccc(NC(=O)CSc2nnc(C)n2-c2ccccc2)cc1	5	3.4	-3	-12	6	0.7	0.3	-0.1	0
CS(=O)(=O)N(CC(=O)N/N=C/c1cccc2c1OCCO2)c1ccccc1Br	1	-1.0	15	·	3	·	·	-4.8	5
O=[N+]([O-])c1ccc(-n2nncc2-c2ccc(Cl)cc2)cc1	-5	0.7	-1	3	-36	3.6	0.0	0.3	0
Cc1nn(Cc2ccccc2Cl)c2sc(C(=O)Nc3ccccc3N3CCOCC3)cc12	3	-3.1	97*	1	-6	·	0.0	-1.0	15
CN(CC(=O)NCCc1ccc(F)cc1)Cc1ccccc1	1	3.6	0	-2	1	0.5	-1.9	-1.1	-7
COc1ccc(NC(=O)CSc2[nH]c(=O)cc(C)c2C#N)cc1OC	7	4.5	0	6	6	0.4	1.5	-1.4	5
OC(CN1CCCCC1)Cn1c2ccc(Cl)cc2c2cc(Cl)ccc21 (stereo not drawn)	-3	-1.6	0	?	-5	2.1	-2.5	-6.9	2
CC(C)C(=O)Nc1cccc(S(=O)(=O)c2cccc(NC(=O)C(C)C)c2)c1	-10	1.0	-4	-9	6	0.6	-0.3	-1.6	3
COc1cc(C2c3cc4c(cc3C(O)C3COCC23)OCO4)cc(OC)c1OC (stereo not drawn)	12	·	3	2	-3	-0.3	0.3	-1.1	16
COCCN(CC(=O)Nc1cccc(C)c1C)C(=O)Cc1sc(C)nc1-c1ccc(F)cc1	9	·	2	-2	0	3.2	2.9	-1.1	-2
COc1ccccc1CNCC(=O)NCc1ccc(C)cc1	2	-5.0	1	-4	-7	·	1.0	-0.6	1
C[C@H]1COC(=O)CCCC/C=C\C[C@H](CC(=O)N(CCO)Cc2ccccc2)C(=O)N1	-1	-1.7	-2	-2	10	0.4	0.1	-4.9	8
O=S(=O)(NCC1CCCN(Cc2ccccc2)C1)c1cccc2cccnc12 (stereo not drawn)	12	-1.7	-1	-8	-3	1.2	-2.8	-2.4	2
Cc1cc(C)n(S(=O)(=O)Cc2ccccc2)n1	·	3.1	4	-8	·	-3.4	-0.4	0.0	13
Cc1ccc(C(=O)N2CCN(c3ccc([N+](=O)[O-])cc3-n3cccc3)CC2)cc1	-8	-0.2	-1	7	-13	1.6	0.7	-2.2	2
Cc1ccc(Nc2ncc3c(n2)CC(c2ccco2)CC3=O)c(C)c1 (stereo not drawn)	8	-2.2	-4	0	3	2.2	0.2	-4.4	17
Cc1cc(C(=O)Nc2ncc(C)s2)c2ccccc2n1	0	-4.6	3	-4	14	·	-0.2	-3.1	4
CC(C)(C)n1nc2c(c1NC(=O)Cc1ccc(F)cc1)CS(=O)(=O)C2	2	-2.2	2	7	-4	-4.0	0.4	0.9	3
Cc1cc(Cl)c2oc(C(=O)N3CCN(c4cccc(C)n4)CC3)c(C)c2c1	16	1.4	3	17	5	-1.2	-1.4	-3.4	6
CN(C[C@H](c1ccccc1)N(C[C@H](Cc1ccccc1)N(CCc1ccccc1)N=O)N=O)N=O	-1	1.4	-2	-4	-7	0.5	-0.2	-2.0	6
O=C(Cn1ncc2c(=O)oc3ccccc3c21)NCCc1ccsc1	-3	1.5	-2	-8	2	0.1	-0.8	-2.4	-5
CCOc1ccc2nc(NC(=O)Cn3cnc4c3c(=O)n(C)c(=O)n4C)sc2c1	-14	5.8	1	-11	6	1.8	-0.4	0.1	7
O=C(NC1CCCC1)C(c1ccsc1)N(Cc1ccco1)C(=O)Cc1cccs1 (stereo not drawn)	6	1.5	0	-1	9	-1.3	-0.9	-3.5	-1
